HKDC1 inhibitor: HKDC1 hexokinase inhibitors, primary screen, biochemical, fluorescence, uHTS. Q2TB90. recombinant HKDC1, G6PDH/diaphorase resazurin coupled fluorescence. inhibition, % at 20 µM. 340,000 compounds, 0.16% hits. AID 493160, 2011;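 active = inhibition above about 35% when tested at 20 µM, limit read from the data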;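 note: plate controls were DMSO wells with enzyme for no effect and DMSO wells lacking enzyme for full effect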
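Assay system – recombinant HKDC1 (HK5) hexokinase enzyme, produced in-house · Input – HKDC1 at 5 µg/mL · Reagent – glucose plus 1 mM ATP as hexokinase substrates · Timing – 90 min reaction incubation at room temperature, dark · Measured by – G6PDH/diaphorase-coupled fluorescence, 1 mM NADP, 100 µM resazurin, 525/613 nm · Benchmarks – DMSO-enzyme wells negative, buffer-substituted wells positive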
UBC13 inh: UBC13 polyubiquitin chain formation inhibitors, primary screen, biochemical, TR-FRET, uHTS; AID 485273, 2010; Ubiquitin-conjugating enzyme E2 N (Homo sapiens), P61088; inhibition, % at 20 µM; 330,000 compounds, 0.47% hits; in the data active = inhibition above about 45%, passing the limit was not always enough
Target sequence (P61088 whole entry, looked up): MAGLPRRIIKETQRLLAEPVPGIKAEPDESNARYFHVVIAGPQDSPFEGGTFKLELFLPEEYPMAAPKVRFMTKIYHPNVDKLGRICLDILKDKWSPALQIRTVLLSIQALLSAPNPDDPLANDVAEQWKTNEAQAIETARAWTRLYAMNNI
PfGluPho inh: PfG6PD enzyme inhibitors, primary screen, biochemical, fluorescence intensity, uHTS | glucose-6-phosphate dehydrogenase-6-phosphogluconolactonase (Plasmodium falciparum 3D7) | PfGluPho enzyme, NADPH resazurin-diaphorase fluorescence | inhibition, % at 20 µM | 350,000 compounds, 0.78% hits | AID 504690, 2011;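 active = inhibition reaching at least a set limit at 20 µM in the primary screen, cut at about 59% in these data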;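 note: 0% = DMSO wells with substrate and 100% = DMSO wells lacking glucose-6-phosphate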
SENP6 block: SENP6 protease inhibitors, primary screen, biochemical, luminescence, uHTS; AID 2599, 2010; 330,000 compounds, 1.8% hits; inhibition, % at 10 µM; Sentrin-specific protease 6 (Homo sapiens), Q9GZR1; Recombinant SENP6 catalytic domain, aminoluciferin luminescence;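 active = inhibition above about 50% at the single tested dose, limit read from the data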;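 note: plate controls were DMSO wells with enzyme for no effect and DMSO wells lacking enzyme for full effect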
Target sequence (Q9GZR1 628-1112 limits assumed): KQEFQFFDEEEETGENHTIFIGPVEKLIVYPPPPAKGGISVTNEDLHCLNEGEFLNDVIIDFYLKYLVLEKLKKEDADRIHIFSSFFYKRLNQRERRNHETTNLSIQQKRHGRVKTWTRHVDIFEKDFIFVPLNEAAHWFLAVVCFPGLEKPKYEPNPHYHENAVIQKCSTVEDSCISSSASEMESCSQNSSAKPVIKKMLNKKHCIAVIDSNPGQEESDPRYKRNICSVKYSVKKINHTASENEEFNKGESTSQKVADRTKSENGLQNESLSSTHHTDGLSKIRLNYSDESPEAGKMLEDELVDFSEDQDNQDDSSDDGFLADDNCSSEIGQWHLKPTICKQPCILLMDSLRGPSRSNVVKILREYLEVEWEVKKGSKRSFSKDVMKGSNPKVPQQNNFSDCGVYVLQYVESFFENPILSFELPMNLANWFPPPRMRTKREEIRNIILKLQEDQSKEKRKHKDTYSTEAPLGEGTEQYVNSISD
SENP7 block: SENP7 protease inhibitors, primary screen, biochemical, luminescence, uHTS; Sentrin-specific protease 7 (Homo sapiens), Q9BQF6; recombinant SENP7, Z-RLRGG-aminoluciferin luminescence, 40 min; inhibition, % at 5 µM; 330,000 compounds, 1.5% hits; AID 434973, 2010;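 active = inhibition above about 50% at the single test dose, limit read from the data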;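 note: plate controls were DMSO with enzyme for no effect and no enzyme buffer wells for full effect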
SENP8 block-1: SENP8 protease inhibitors, primary screen, biochemical, luminescence. Sentrin-specific protease 8 (Homo sapiens), Q96LD8. purified SENP8, Z-RLRGG-aminoluciferin cleavage. inhibition, % at 10 µM. 330,000 compounds, 1.2% hits. AID 2540, 2010; in the data active = inhibition above about 50%
Target sequence (Q96LD8 whole entry, looked up): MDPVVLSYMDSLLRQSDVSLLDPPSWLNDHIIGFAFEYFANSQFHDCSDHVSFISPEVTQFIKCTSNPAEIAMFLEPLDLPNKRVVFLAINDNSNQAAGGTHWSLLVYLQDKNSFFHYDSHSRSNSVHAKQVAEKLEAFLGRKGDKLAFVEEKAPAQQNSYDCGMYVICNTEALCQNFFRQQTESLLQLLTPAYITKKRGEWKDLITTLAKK
beta cell repl: inducers of MIN6 beta-cell proliferation, primary screen, ATP luminescence, uHTS | proliferation, % at 10 µM | AID 2380, 2010 | 330,000 compounds, 0.29% hits | MIN6 cells proliferation, ATPlite luminescence, 48 h; cells starved in 0.2% serum; 100% = growth in 10% serum;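 active = compounds whose signal lies at least 3.5 SD above the mean of all wells on their plate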;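 note: 0% = DMSO-treated cells in low-serum medium and 100% = 10% serum control; some compounds called inactive have numbers as strong as hits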
SENP8 block-2: human SENP8 protease inhibitors, primary screen, biochemical, fluorescence, Nedd8 protein substrate, uHTS; 360,000 compounds, 0.64% hits; Sentrin-specific protease 8 (Homo sapiens), Q96LD8; AID 602440, 2012; inhibition, % at 20 µM; recombinant SENP8; in the data active = inhibition mostly above about 40%, no sharp cut-off; inactive = mostly below about 27%
SENP1 FRET inh: human SENP1 catalytic domain inhibitors, primary screen, biochemical, FRET, uHTS | recombinant SENP1 catalytic domain, CyPet-SUMO1-YPet FRET cleavage | inhibition, % at 10 µM | 360,000 compounds, 0.21% hits | Sentrin-specific protease 1 (Homo sapiens), Q9P0U3 | AID 624204, 2012;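 active = inhibition at least 30% at 10 µM, raw YFP signal under a set limit, fluorescence ratio 0.5 to 1.5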;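 note: 0% = enzyme with DMSO and 100% = no enzyme wells; some results filed as inactive read as strong as hits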
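Test system: human SENP1 catalytic domain; medium: Tris pH 8 buffer plus EDTA, NaCl, BME, BSA, NP40, catalase; incubation: 50 min reaction at room temperature; technique: FRET, CFP and YFP emission; controls: no-enzyme low control and enzyme-plus-DMSO high control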
Active calls of the source: *; x = no result given; & = joins results of further samples.

SMILES	HKDC1 inhibitor	UBC13 inh	PfGluPho inh	SENP6 block	SENP7 block	SENP8 block-1	beta cell repl	SENP8 block-2	SENP1 FRET inh
O=S(=O)(CC(CN1CCOCC1)N1CCOCC1)c1ccccc1 (stereo not drawn)	-6	-7	-3	-2	0	-4	-1	10	-1
O=CNC(=O)c1ccccc1C(=O)O	-5	1	-1	12	4	4	0	12	3
O=C(C1CCCN(S(=O)(=O)c2ccc(F)cc2)C1)N1CCCCCC1 (stereo not drawn)	6	8	9	4	5	8	-3	-4	0
Cc1ccc(S(=O)(=O)N2CCC(C(=O)Nc3ccccc3N3CCCCC3)CC2)cc1C	1	-4	-2	-3	-2	-4	-3	6	-1
O=C(Nc1cccc(F)c1)Nc1ccnn1C1CCN(C(=O)c2ccccn2)CC1	-7	6	13	-2	-3	-4	4	-9	0
CCOc1ccccc1Nc1nnc(SCC(=O)Nc2nc(-c3ccc(OC)cc3)cs2)s1	4	-5	1	2	2	0	1	-10	-3
CCC(=O)Nc1ccc(C(=O)N2CCN(C(=O)c3ccco3)CC2)cc1	-10	-4	-2	2	1	0	-2	6	0
O=S(=O)(NCCSc1ccccc1)c1ccc(F)cc1	1	2	4	10	7	5	-1	13	0
CC(C)CCNC(=O)CCS(=O)(=O)c1cccc2nonc12	0	-8	-14	1	7	5	2	23	3
CC(=O)Nc1ccc(S(=O)(=O)NNC(=O)C2CCCCC2)cc1	-5	2	-16	8	4	-1	-3	-8	2
Cc1cc(C)[n+]2n1C(=O)C(c1ccccc1)=C2[O-]	0&-1	-28&-34	-21&-2	-9&11	-14&-2	-1&-3	-4&-2	27&8	4&-17
CCCCNC(=O)Nc1c(C(=O)OC)[nH]c2ccc(C)cc12	-8	1	10	1	-3	0	-2	-408	-2
COCCNC(=O)C(c1ccco1)N(C(=O)Cn1nnc2ccccc21)c1ccccc1C (stereo not drawn)	-4	2	-5	-4	-3	-2	1	11	1
Cc1cccc(NC(=O)NC2(C)CCS(=O)(=O)C2)c1 (stereo not drawn)	2	2	3	-6	4	-5	0	7	1
CN(Cc1cccnc1)C(=O)CNC(=O)c1ccc(Cl)cc1Cl	12	0	-8	-23	1	-3	3	14	2
Cc1ccc(C)n1-c1ccc(-c2ccn[nH]2)cc1	0	-1	3	3	-1	-8	-3	-27	-22
CCOC(=O)c1cn[nH]c1C(F)(F)F	4	4	-11	-4	8	-8	-2	20	0
COc1cc(C(=O)Nc2ccc(C)cn2)c([N+](=O)[O-])cc1OC	1	-16	0	9	-5	-7	-1	14	0
O=C(NCCS(=O)(=O)N1CCN(c2cccc(Cl)c2)CC1)c1ccc2c(c1)OCO2	7	4	13	-6	0	-11	-1	3	0
Cc1ccc(C(=O)Oc2cc(C)[nH]c(=O)c2[N+](=O)[O-])cc1	7	1	-33	-4	9	0	-1	10	0
COc1ccc(/C=C(\NC(=O)c2ccccc2)C(=O)NCCN2CCOCC2)cc1OC	-7	-5	-2	-22	-6	-4	0	7	-1
CCOc1ccccc1N(C(=O)c1snc(C(N)=O)c1N)C(C(=O)NC1CCCC1)c1cccs1 (stereo not drawn)	2	11	13	-27	0	2	0	-296	-25
CCc1ccc(N(C(=O)c2snc(C(N)=O)c2N)C(C(=O)NC2CCCC2)c2ccco2)cc1 (stereo not drawn)	-2	63*	5	-9	8	2	-4	-277	-21
CC(C)(CO)CNC(=O)CC1C(=O)NCCN1CC(c1ccccc1)c1ccccc1 (stereo not drawn)	0	-4	-3	11	-7	-11	-3	-34	-4
CCOc1ccc(NC(=O)Cn2nnc(C(=O)NCc3ccc4c(c3)OCO4)c2N)cc1	2	-6	-1	8	7	4	-5	22	2
Cc1cccc(C(=O)NC(=S)Nc2cccc3nc(C)ccc23)c1	1	-7	5	-4	-5	4	-5	3	-1
O=C(CN(Cc1ccccc1)C(=O)CNS(=O)(=O)c1ccc(F)cc1)NCC1CCCO1 (stereo not drawn)	2	6	12	-12	7	3	-6	11	0
O=C(CNCc1cccs1)Nc1ccc(S(=O)(=O)N2CCCCC2)cc1	-4	-2	3	3	5	-5	1	12	-1
Cc1n[nH]c(=O)c2c(NC(=O)CSc3nc4ccccc4c(=O)n3C(C)C)oc(C)c12	0	-2	-15	-5	0	0	0	0	-1
CCOC(=O)c1ccc(NC(=O)c2ccccc2[N+](=O)[O-])cc1	-8	11	27	-17	-2	-7	0	12	1
COc1ccc(-c2csc(NC(=O)CSc3ncn[nH]3)n2)cc1OC	0	-1	7	-2	-6	-12	2	14	2
O=c1c(Cc2ccc(F)cc2)c(O)ccn1Cc1ccc(F)cc1	-4	1	8	-3	6	3	-3	6	2
CN(CC(=O)Nc1cccc(F)c1)C(=O)c1cccnc1Sc1ccc(Cl)cc1	0	4	-8	-10	-5	-10	-3	15	2
O=S(=O)(Nc1ccc2ccccc2n1)c1ccc2c(c1)CCO2	-3	-4	-4	-10	-6	-2	-2	-419	-1
Cc1ccc(S(=O)(=O)NCCC(=O)NCc2ccco2)cc1	-7	-9	-3	0	7	4	0	10	-1
CC1=NN(c2ccccc2)C(=O)/C1=C/c1cccc(C)c1	11	-57	-4	23	52*	-1	0	70*	3
CSc1ccccc1NC(=O)COC(=O)Cc1cccs1	15	4	-10	6	7	-7	-2	4	1
CCN1Cc2cc(OC)ccc2-c2ccccc2S1(=O)=O	4	x	16	x	-6	x	x	6	5
CCN(CC#CCC1(O)c2ccccc2-c2ccccc21)C(C)C	-3	-5	5	-3	-8	-4	2	12	0
COc1cccc(NC(=O)Cn2nc(Cc3cccnc3)c3ccccc3c2=O)c1	-4	20	10	-12	6	-5	1	5	3

Two compounds drawn at random from the list so far, as already listed:
SMILES	HKDC1 inhibitor	UBC13 inh	PfGluPho inh	SENP6 block	SENP7 block	SENP8 block-1	beta cell repl	SENP8 block-2	SENP1 FRET inh
COc1cccc(NC(=O)Cn2nc(Cc3cccnc3)c3ccccc3c2=O)c1	-4	20	10	-12	6	-5	1	5	3
CSc1ccccc1NC(=O)COC(=O)Cc1cccs1	15	4	-10	6	7	-7	-2	4	1

(further entries)
SMILES	HKDC1 inhibitor	UBC13 inh	PfGluPho inh	SENP6 block	SENP7 block	SENP8 block-1	beta cell repl	SENP8 block-2	SENP1 FRET inh
C/C(=N\N1CCN(Cc2ccc(C)cc2)CC1)c1ccco1	-12	-12	-1	-4	2	-4	0	4	-1
CN(C)c1ccc(N=Nc2ccccc2C(=O)OCC(=O)Nc2ccccc2C(F)(F)F)cc1	-3	x	16	x	x	x	x	14	5
CC1CCCCN1C(=O)COC(=O)c1ccc2ccccc2n1 (stereo not drawn)	3	-1	10	11	0	7	-2	-5	-1
S=C(NCc1cccs1)NCC1CCCO1 (stereo not drawn)	12	x	-13	x	x	x	x	-6	-3
COc1cccc(CC(=O)Nc2ccc3c(c2)OC2(CCCC2)O3)c1	-1	5	20	32	12	7	-5	-11	-5
O=C(N/N=C/c1cccc(O)c1)c1ccccc1O	-3	-2	-7	27	22	-10	-2	-252	-7
COc1cccc(NC(=O)CN(C)C(=O)c2ccccc2Sc2ccccc2C#N)c1	2	11	9	2	-7	5	2	13	-1
COc1ccc(NC(=S)NNc2ccc([N+](=O)[O-])cc2S(=O)(=O)Nc2ccc(C)cc2C)cc1	6	-66	31	0	-12	-2	0	27	42*
CCOC(=O)CNC(=O)Cn1cnc2ccc(S(=O)(=O)N3CCC(C)CC3)cc2c1=O	0	0	-8	2	-1	-2	0	26	3
Cc1nc2sccn2c(=O)c1S(=O)(=O)NCC1CCN(Cc2ccccc2Cl)CC1	-5	-9	-11	-26	-18	-11	-5	-110	-1
COc1ccccc1CN1C[C@@H]2C[C@@H](c3ccc(C)cc3)N3CCC[C@@]23C1=O	-1	-2	-10	-14	-4	1	3	-8	2
Cc1nn(CC(=O)NCCN2CCOCC2)c(=O)c2cc3sccc3n12	-6	-1	8	5	-4	-7	0	7	0
Cc1ccc(S(=O)(=O)NCCSc2nnc(N)s2)cc1	2	-7	10	-1	-9	-7	-1	22	4
Cc1ccc(N2C(=O)N3[C@@H]4c5ccccc5OC[C@@H]4[C@@H](c4ccccc4)[C@@]3(C)C2=O)cc1	4	7	9	-14	-6	3	-4	7	1
COc1cccc(COC(=O)c2sc3nc4n(c(=O)c3c2C)CCC4)c1OC	-1	13	1	-3	1	6	5	-42	-3
Cc1cccc(NC(=O)CCn2ccnc2C)c1	-5	-9	-1	6	-9	-12	-1	16	3
COc1ccc(S(=O)(=O)N(C)C[C@H]2Oc3ccc(NC(=O)C4CC4)cc3C(=O)N([C@H](C)CO)C[C@@H]2C)cc1	-4	13	-7	-22	2	5	5	-1	0

Source: PubChem

An unsorted share of the library; 4% or so of the library scored in one or more.
